Screens as filed in PubChem.
hcGAS lum = inhibitors of human cGAS. Q8N884. recombinant h-cGAS, ATP depletion, Kinase-Glo luminescence. inhibition, % at 12.5 µM. 0.081% of 290,000 active;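 further: 0% = vehicle reaction and 100% = reaction without DNA for no activity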
Target sequence (Q8N884 whole entry, looked up): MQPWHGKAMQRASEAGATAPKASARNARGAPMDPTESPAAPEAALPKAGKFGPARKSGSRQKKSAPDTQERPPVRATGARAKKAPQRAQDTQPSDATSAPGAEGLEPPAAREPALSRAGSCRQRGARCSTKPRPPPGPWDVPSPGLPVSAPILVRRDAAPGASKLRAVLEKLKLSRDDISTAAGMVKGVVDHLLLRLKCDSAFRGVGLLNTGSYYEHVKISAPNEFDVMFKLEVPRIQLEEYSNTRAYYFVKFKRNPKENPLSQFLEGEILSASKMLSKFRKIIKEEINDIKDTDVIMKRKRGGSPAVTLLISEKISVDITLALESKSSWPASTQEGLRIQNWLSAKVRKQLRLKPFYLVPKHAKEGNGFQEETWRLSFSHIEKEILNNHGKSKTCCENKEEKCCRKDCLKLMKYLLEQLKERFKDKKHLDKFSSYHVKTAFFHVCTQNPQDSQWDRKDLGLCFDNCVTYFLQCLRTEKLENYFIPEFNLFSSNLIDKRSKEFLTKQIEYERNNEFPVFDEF
mcGAS inh = blocks mouse cGAS activity; inhibition, % at 12.5 µM; 0.15% of 160,000 active; recombinant cGAS, Kinase-Glo ATP depletion luminescence;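 further: 0% = negative control wells and 100% = reference inhibitor with no enzyme activity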
NPYLR7 agonist = mosquito NPYLR7 agonism | HEK293T NPYLR7/Galpha15, GCaMP6s calcium fluorescence | activation, % at 10 µM | 0.15% of 270,000 active; in the data active means activation above about 40%;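 further: 0% = vehicle and 100% = reference agonist at the receptor; some compounds past the cut are filed as inactive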
An asterisk follows results filed as active; . = not tested or not shown; & = joins results of further samples. Unless noted, no stated cut-off is given here; in the data, active means inhibition above about 40%; inactive means the rest.

mol | mcGAS inh | hcGAS lum | NPYLR7 agonist
COCc1nc(C)nc(N2CCN(C(=O)C3CCC3)CC2)c1Cc1ccc(Cl)cc1 | -9 | -6 | -7
CN(Cc1nc(-c2cccs2)no1)CC1Cc2ccccc2O1 (stereo not given) | -3 | 4 | -4
Cc1ccc(-n2ccnc2-c2ccncc2)cc1O | . | -1 | 2
O=C1CCNc2c(Br)cc(Br)cc2N1 | . | -1 | 4
CCCCn1c(=O)n(Cc2cc(=O)n3ccsc3n2)c(=O)c2c1ncn2CCOC | 2 | 3 | -7
CC1CCN(CC[C@@H]2CC[C@H](O)[C@@H](C(=O)N3CCOCC3)O2)CC1 | -8 | -7 | -5
Cc1ccc(-c2ccc3nnc(SCC(=O)N4CCN(c5ccccc5)CC4)n3n2)cc1 | -7 | -6 | -13
Cc1ccccc1N1CCN(CN2C(=O)NC(Cc3ccccc3)C2=O)CC1 (stereo not given) | -4 | -4 | 4
COc1cc2oc3ccccc3[nH]c2c2c(=O)c3ccccc3c(=O)c12 | . | 0 | -1
O=c1c2c(n3nnnc3n1Cc1ccccc1)-c1ccccc1CC21CCCCC1 | -6 | -13 | -1
N#Cc1c(-c2ccccc2)no[n+]1[O-] | -3 | -9 | 5
Cc1cccc(C(=O)N2CCC3(CCCN(CCC4CCCCC4)C3)C2)n1 (stereo not given) | -6 | -2 | 6
O=C(O)c1cccnc1SC1CC(=O)N(c2ccc3c(c2)OCO3)C1=O (stereo not given) | 1 | -1 | -4
COc1cccc(OC)c1C(=O)N1CCC2(CC1)OCC(C(=O)NCc1cccnc1)N2C(=O)c1ccc(F)cc1 (stereo not given) | -4 | -4 | 2
C=CCNc1nnc(SCC(=O)NC2CCS(=O)(=O)C2)s1 (stereo not given) | . | -8 | 6
Cc1[nH]c(=S)sc1CC(=O)N(Cc1ccccc1Br)C1CC1 | . | -4 | 5
CN(CCCOc1ccccc1)C(=O)C1CNC(=O)N1 (stereo not given) | . | -9 | 5
CN(C)c1ccc(NC(=O)c2ccco2)cc1CN(CC1CC1)S(=O)(=O)c1ccc(F)cc1 | -2 | -3 | 0
COc1ccc(Cn2ccnc2CN(CCN(C)C)C(=O)c2ccc(F)cc2)cc1 | -6 | 8 | 5
Cc1ccccc1OCC(=O)Nc1ccc(-n2ccnc2)cc1C(F)(F)F | . | -3 | 9
Cc1csc(NC(=O)CSc2ccc3nnc(CCNC(=O)c4ccccc4)n3n2)n1 | -6 | -5 | 4
CC(=O)c1c(C)oc2ccc(N(C(C)=O)S(=O)(=O)c3ccc(C(C)(C)C)cc3)cc12 | . | -2 | 4
O=c1ccc(-c2ccc(F)cc2)nn1CCNS(=O)(=O)c1ccc(Cl)s1 | -4 | -2 | -4
N#CC(=Cc1ccc2c(c1)OCO2)c1nc2cc(C(F)(F)F)ccc2s1 | . | -5 | 5
O=C(Nc1cccc2cnccc12)N1CCC(OCc2ccccc2)CC1 | . | -6 | 0
O=C(NCc1ccc(Cl)cc1)N1CCN(C(c2ccccc2)c2ccc(F)cc2)CC1 (stereo not given) | 2 | -2 | 6
COc1cc(-c2nnc(SCCCC#N)o2)cc(OC)c1OC | . | -5 | -1
CCN1CCN(S(=O)(=O)CC23CCC(CC2=O)C3(C)C)CC1 (stereo not given) | -4 | -4 | 5
COc1cc(C=C2C=c3c(O)cccc3=C2O)cc(Cl)c1O | . | 13 | 203*
Cc1cc(=O)[nH]c(-n2nc(C)cc2NC(=O)/C=C/c2ccc3c(c2)OCO3)n1 | -2 | 6 | 6
O=C(NCc1ccccc1Cl)c1ccccc1N1CCCC1=O | . | 6 | 4
O=C(CCc1ccccc1)NC1CCN(c2ccccc2C(=O)NCc2cccc(C(F)(F)F)c2)CC1 | -8 | 1 | 26
CCN(C(=O)c1cccc(F)c1F)[C@@H]1CCN(C(=O)c2cccs2)C[C@H]1O | . | -4 | 17
Cc1sc2nc(C3SC(c4ccccc4)(C(F)(F)F)NC3=O)[nH]c(=O)c2c1C (stereo not given) | 20 | 6 | 2
CC(=O)Nc1ccc(SCCCC(=O)N2CCC(C(N)=O)CC2)nn1 | -3 | -5 | 0
CCc1nc(CN2CCN(C(=O)Nc3cccc(C#N)c3)CC2)cs1 | -4 | -1 | -4
CC(C)CN(CC(=O)Nc1ccon1)C(=O)C(C)(C)CCl | -3 | -2 | .
CN(C)C1(CNC(=S)NC2CCCCC2)CCCCC1 | . | -4 | -2
COc1ccc(C(=O)Nc2cccc(C3SCC(=O)N3c3cccc(F)c3C)c2)cc1 (stereo not given) | -2 | -1 | -3
CC(SCc1cc(=O)n2c([nH]c3ccccc32)c1C#N)C(=O)O (stereo not given) | . | 14 | 1
Cn1cc(C(=O)NC2CCCCCC2)c(S(=O)(=O)N2CCSCC2)n1 | -3 | -1 | .
O=C(c1cccnc1Oc1cccc([N+](=O)[O-])c1)N1CCC(O)(c2ccc(Cl)cc2)CC1 | -4 | -5 | 2
CCOC(=O)C1CCN(C(=O)CSc2nc(Cl)cc(N3CCN(C(=O)c4cccc(F)c4)C(C)C3)n2)CC1 (stereo not given) | -7 | -9 | -7
COc1ccc(-c2ccc(C(=O)NCCc3ccccn3)c(NCC3CC3)n2)cc1 | -3 | -6 | 5
Cc1cccc(COn2cccc(C(=O)Nc3cc(C(F)(F)F)cc(C(F)(F)F)c3)c2=O)c1 | -7 | -4 | 11
C=CC(=O)Nc1ccc2ncnc(Nc3cccc(Br)c3)c2c1 | -4 | 3 | 2
CCCC(=O)Nc1oc2c(C)cccc2c(=O)c1-c1ccc(OC)cc1 | . | -6 | 6
O=C(Cc1cc(Cl)c2c(c1)OCCO2)OCc1nc2sc3c(c2c(=O)[nH]1)CCC3 | -2 | 2 | -2
COc1ccc(C2=NC(=Cc3ccc(OCc4csc(C)n4)c(OC)c3)C(=O)O2)cc1OC | . | -5 | 4
O=C(NCc1ccccn1)C1CCN(Cc2cc3n(n2)CCNC3)CC1 | -14 | -6 | 3
COc1cc(NC(=O)c2cc(Cl)c3c(c2)OCO3)c(OC)cc1Cl | . | -6 | 3
CCCCNC(=O)c1csc(CN(CCCC)C(=O)Nc2ccc(C(F)(F)F)cc2)n1 | -4 | -2 | 1
CCOC(=O)N1CCN(C(=O)c2cc3ccsc3n2Cc2ccccc2C)CC1 | -8 | -9 | .
CNC(=O)NC(=O)CSc1nc2sc3c(c2c(=O)n1C)CCCC3 | . | -1 | -1
CC(C)=CC(=O)N1CCCC(N2CCN(c3cccc(Cl)c3)CC2)C1 (stereo not given) | . | -9 | 2
O=C(c1ccc(S(=O)(=O)N2CCCC2)cc1)N1CCc2ccccc2C1 | -4 | -2 | -8
CCOC(=O)c1ccccc1NC(=O)C1CCN(c2ccc(-c3cccs3)nn2)CC1 | -5 | 2 | -8
Cc1ccc(C)c(S(=O)(=O)N2CCC(Cc3ccccc3)CC2)c1 | -4 | 1 | 14
Cc1nn(C)cc1/C=N\NC(=O)c1cc(Cl)ccc1Cl | . | -7 | -1
CCOC(=O)CCc1c(C)nc2ncnn2c1N1CCN(S(=O)(=O)Cc2ccccc2)CC1 | 0 | -1 | -3

Further structures.
mol | mcGAS inh | hcGAS lum | NPYLR7 agonist
COc1ccccc1NC(=O)N1CCc2cc(OC)c(OC)cc2C1CNC(=O)C1CC1 (stereo not given) | -6 | -8 | 0
O=S(=O)(NCCOc1ccc(-c2cccs2)nn1)c1ccc(Cl)s1 | -4 | -3 | 0
CCN(CC)S(=O)(=O)c1ccc(C(C)NC(=O)Cc2c(C)n[nH]c2C)cc1 (stereo not given) | -6 | -2 | 3
O=C(c1ccc(C(F)(F)F)cc1)N(CC(=O)N1CCc2sccc2C1c1ccc(Cl)cc1Cl)Cc1ccco1 (stereo not given) | -3 | -1 | 10
O=C1CCCN1CCCC(=O)N1CCOC(CC2CCCCC2)C1 (stereo not given) | . | 2 | 5
CC(C)N(CC(=O)N1CCc2sccc2C1c1ccc(Cl)cc1)C(=O)/C=C/c1ccccc1 (stereo not given) | -4 | -1 | 14
C=CCNC(CC(=O)Nc1ccc2ccccc2c1)C(=O)O (stereo not given) | -9 | -7 | -3
CC1=C(C(=O)Nc2ccc(F)cc2)C(c2cccc(C)c2)n2nc(CCCO)nc2N1 (stereo not given) | . | -5 | 3
CCCSc1ncccc1C(=O)N(Cc1ccc(OC)cc1)Cc1nc2cc(C)ccc2o1 | -7 | -4 | 5
CCOC(=O)C1=C(C)NC(=O)NC1c1c(Cl)nc2ccccn2c1=O (stereo not given) | . | -2 | 6
Cc1ccn2c(NC(C)(C)CC(C)(C)C)c(-c3ccccc3C)nc2c1 | -8&-7 | -6&-6 | 3&10
COc1ccc(C=CC(=O)c2ccc(C#N)cc2)cc1OC | 2 | 4 | -6
CSc1nnc2c(n1)OC(c1ccccn1)Nc1ccc(Br)cc1-2 (stereo not given) | -1 | -8 | 1
COCCN(Cc1cc(NC(=O)C(C)C)ccc1N(C)C)C(=O)Nc1cccc(F)c1 | -4 | -5 | 6
CCOC(CNC(=O)c1nn(-c2ccccc2C)c(=O)cc1OC)OCC | . | -6 | 3

Of the compounds above, these contain a furan ring, fused or not.
mol | mcGAS inh | hcGAS lum | NPYLR7 agonist
CN(C)c1ccc(NC(=O)c2ccco2)cc1CN(CC1CC1)S(=O)(=O)c1ccc(F)cc1 | -2 | -3 | 0
CC(=O)c1c(C)oc2ccc(N(C(C)=O)S(=O)(=O)c3ccc(C(C)(C)C)cc3)cc12 | . | -2 | 4
O=C(c1ccc(C(F)(F)F)cc1)N(CC(=O)N1CCc2sccc2C1c1ccc(Cl)cc1Cl)Cc1ccco1 (stereo not given) | -3 | -1 | 10

More compounds follow.
mol | mcGAS inh | hcGAS lum | NPYLR7 agonist
COc1cc(C)c(-c2c(-c3ccccc3)ncn2CC2COCCO2)cc1C (stereo not given) | . | -6&-5 | -3&1
CCc1cccc(NC(=O)Nc2ccc(N3CCN(Cc4ccccc4)CC3)c(C(=O)NCCN3CCOCC3)c2)c1 | -5 | -6 | 13
Cc1ccccc1CC1(CO)CCCN(c2nccc(N)n2)C1 (stereo not given) | . | -5 | 4
CCCN(CC(=O)N(Cc1cccn1Cc1ccc(Br)cc1)C1CCCCC1)S(=O)(=O)c1ccc(F)cc1 | -5 | -4 | -3
CC(=O)c1ccc(NC(=O)c2[nH]c(C)c(C(C)=O)c2C)cc1 | . | -4 | -6
Cc1cc(C2CCCN2Cc2nc3ccsc3c(=O)[nH]2)no1 (stereo not given) | -1 | -14&-3 | 2&0
CCCCN(C)CC1CCN(C(=O)c2cccc(CC#N)c2)CC1 | . | -9 | 9
COc1ccc(C(=O)N2CCc3c(c(C(=O)N4CCOCC4)nn3CCC(C)C)C2)o1 | -6 | -17 | 12
CCCCCn1c(CN2CCOCC2)nc2c1c(=O)n(C)c(=O)n2C | -10 | -4 | 5
CCCc1cc(=O)[nH]c(-n2nc(C)cc2NC(=O)C2CC2)n1 | -7 | -11 | 8
Cc1ccc(-c2nnc(NC(=O)c3ccc(S(=O)(=O)N4CCOCC4)cc3)s2)cc1 | -5 | -4 | -9
Cc1ccc(-n2nc(-c3ccccc3F)cc2C(=O)NCc2cccc(C(F)(F)F)c2)cc1 | -3 | 1 | 2
COc1cc(-c2ccc(/C=c3\sc4nc5cccnc5n4c3=O)o2)c(OC)cc1Cl | . | -8 | -10
CC(C1CC2CCC1C2)N1CC(=O)C(c2nc3ccccc3[nH]2)C1=N (stereo not given) | 0 | -6&0 | 2&-2
O=C(O)c1cccnc1CN1CCCC1CCc1ccccc1 (stereo not given) | -16 | -2 | 12
COCCN(Cc1ccc(C)o1)Cc1ccc(C(O)(c2cccs2)c2cccs2)o1 | -2 | -4 | 13
O=C(O)c1ccc(C=C2CSc3ccc(F)cc3C2=O)cc1 | 30 | -9 | 15
CC1(C)ON=C(c2ccc3c(c2)OCO3)N(Cc2ccc3c(c2)OCO3)C1=O | . | -4 | 0
O=[N+]([O-])c1ccccc1S(=O)(=O)NCCOc1ccc(-c2ccccc2)nn1 | -6 | -6 | -8
CCC(C(=O)N1CCN(c2nc(Cc3ccccc3)nc3c2c(C)nn3-c2ccc(F)cc2)CC1)c1ccccc1 (stereo not given) | -4 | -3 | 10
O=C(NC1CCc2[nH]c3ccccc3c2C1)c1ccc(SC(F)(F)F)cc1 (stereo not given) | . | -4 | -13
COc1ccc(SCCN(C)C)cc1 | . | -13 | 21
Cc1nnc(NC(=O)c2cccc(S(=O)(=O)N3CCOCC3)c2)s1 | -5 | -3 | -3
COc1cc(-c2cc(C(=O)O)c3[nH]c(C)nc3n2)cc(OC)c1O | -8 | -10 | 3
CC(C)CS(=O)(=O)c1ncc(CN2CCC(O)CC2)n1Cc1ccccc1 | . | -9 | 12
CCc1cc(Oc2ccc(C(C)=O)cc2)nc(SCc2cccc(OC)c2)n1 | -3 | -2 | -9
COc1ccc(CCOC(=O)C2CCCCN2C(=O)CSc2ccc(C(F)(F)F)cn2)cc1OC (stereo not given) | -6 | -7 | -7
CN1CC2(CCCN(c3nccc(C(F)(F)F)n3)CC2)OC1=O (stereo not given) | -19 | -8 | 14
CN1CCN(CCNC(=O)C2CCN(c3cc(=O)n(C)c(=O)n3C)CC2)CC1 | -2 | 3 | .
O=C1Cc2ccccc2N1c1c(Cl)cccc1Cl | -9 | -6 | 2

Three entries already listed, sorted by length of the SMILES, smallest number first.
mol | mcGAS inh | hcGAS lum | NPYLR7 agonist
COc1cc(-c2cc(C(=O)O)c3[nH]c(C)nc3n2)cc(OC)c1O | -8 | -10 | 3
COCCN(Cc1ccc(C)o1)Cc1ccc(C(O)(c2cccs2)c2cccs2)o1 | -2 | -4 | 13
CN1CCN(CCNC(=O)C2CCN(c3cc(=O)n(C)c(=O)n3C)CC2)CC1 | -2 | 3 | .

(next part)
mol | mcGAS inh | hcGAS lum | NPYLR7 agonist
CCOc1ccccc1NC(=O)N(CCOC)CC(=O)N(CCc1ccc(OC)c(OC)c1)Cc1sccc1C | -4 | -10 | 10
CC(=O)c1ccc(NC(=O)CSc2nc3c(c(=O)n2-c2cc(C)cc(C)c2)SCC3)cc1 | -7 | -4 | -4
COC(=O)Cn1c(C)c(C(C)=O)c(C(C)=O)c1C | -4 | -4 | 13
CCc1cc(=O)[nH]c(-n2nc(C)cc2NC(=O)c2ccccc2[N+](=O)[O-])n1 | -5 | 2 | 6
